CaV13 FRET inh – Disruptors of the CACNA1D IQ motif to Ca2+-dependent inactivation inhibitor domain association, primary screening, Förster resonance energy transfer in intact living …. HEK cells, CFP/YFP FRET ICDI-IQ, plate reader, 10 min; percent FRET-ratio fall versus neutral wells. inhibition, % at 12.3 µM. 340,000 compounds, 0.098% hits;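 active = mean replicate inhibition of at least 30% and at least 1% of replicates passing that level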;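 also: 0% = median of the neutral control wells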
Shn3 3UTR inh – reduction of Shn3 3'UTR firefly luciferase signal, primary screen, Schnurri-3 inhibitor project, cell-based, Clone20 osteoblasts, set 2 | Clone20 osteoblast Shn3 3'UTR firefly luciferase, 24 h | inhibition, % at 12.5 µM | 360,000 compounds, 0.52% hits;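 active = mean inhibition of at least 75% with every replicate also reaching 75%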;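 also: 0% = median of neutral control wells and 100% = pilot-screen positive control compound; some compounds past the cut are filed as inactive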
HIF-2a block – HIF-2a reporter inhibitors, primary screen, luminescence, 786-0 RCC cells; AID 624352, 2012; 360,000 compounds, 0.72% hits; 786-0 RCC cells HIF-2a reporter, luciferase luminescence, overnight; inhibition, % at 18.8 µM;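 active = inhibition of the luminescence signal of 40% or more relative to plate controls, in a single-dose primary screen at 18.75 µM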
Peg3 promoter – Peg3 promoter-driven luciferase inhibitors, primary screen, cell-based, HeLa, luciferase luminescence | HeLa PEG-Prom luciferase reporter, overnight | 360,000 compounds, 1.7% hits | inhibition, % at 20 µM;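 active = inhibition of at least 50% at 20 µM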
TRPM1 prom inh – inhibitors of MITF-dependent TRPM1 promoter reporter, primary screen, cell-based, SK-MEL-5, single point, luciferase; SK-MEL-5 TRPM1 promoter luciferase, 24 h; inhibition, % at 12.5 µM; 330,000 compounds, 0.83% hits; AID 488899, 2010;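 active = mean inhibition across replicates of 60% or more, whatever share of single replicates reaches that level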; also: values of inactives mirror those of a sister screen read the other way
Cardio protect – cardioprotection against H2O2-induced cell death, primary screen, uHTS, H9c2 cells, ATPLite luminescence. H9c2 cardiomyocytes, H2O2 injury protection, 2 h. protection from H2O2 cell death, % at 20 µM. 360,000 compounds, 0.63% hits;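 active = compounds giving at least 50% protection of heart cells from peroxide-induced death in the single-dose screen, raw or plate-pattern-corrected value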;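 also: 0% = DMSO wells with peroxide and 100% = DMSO wells without peroxide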
NR2E3 ag-1 – inhibitors of NR2E3-RetCOR corepressor binding, primary screen, NR2E3 agonist project, biochemical, TR-FRET, GST-NR2E3, biotin-RetCOR | 320,000 compounds, 0.12% hits | inhibition of corepressor binding, % at 4.78 µM | 1536-well | AID 2300, 2010 | Photoreceptor-specific nuclear receptor (Homo sapiens), Q9Y5X4;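 active = percent inhibition above the cutoff of mean plus 3 SD of all tested compounds, set per screening campaign, cut at about 20% in these data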;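 also: 0% = DMSO wells and 100% = biotin wells as full block of FRET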
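Material – GST-tagged NR2E3 plus biotinylated RetCOR corepressor · Quantity – NR2E3 fusion 1.35 nM · Times – 5 h incubation at 4 °C · Medium – pH 7.5 Tris-based buffer · Technique – TR-FRET, Eu(K)-anti-GST donor, streptavidin-D2 acceptor, ex 340, em 617/671 nm · Benchmarks – high control biotin, low control 0.6% DMSO · Format – 1536-well plates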
NR2E3 ag-2 – NR2E3 agonists in two-hybrid cells, primary screen, cell-based, luminescence, CHO-S, Gal4-NCOR/VP16-NR2E3 | Photoreceptor-specific nuclear receptor (Homo sapiens), Q9Y5X4 | luciferase | inhibition of corepressor binding, % at 3.98 µM | 360,000 compounds, 0.35% hits | AID 602229, 2012;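 active = inhibition above the mean of all tested compounds plus 3 SD, cut at about 70% in these data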;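 also: 0% = DMSO with NR2E3 transfected cells and 100% = cells lacking NR2E3 construct; higher means lower luciferase signal from less NR2E3 corepressor binding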
iPSC survival up – enhancers of single-cell hiPSC survival, primary screen, ATPlite luminescence; 360,000 compounds, 0.044% hits; survival enhancement, % at 20 µM; 100% = ROCK inhibitor wells, 0% = DMSO; in the data active = survival enhancement above about 18%;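 also: cells exposed to compounds for 16 hours before the ATP read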
PDI turbidity – inhibitors of human PDI, primary screen, biochemical, turbidity, single point, plate reader. PDI insulin aggregation turbidity, A650, 90 min. inhibition, % at 10 µM. 350,000 compounds, 0.052% hits;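 active = mean inhibition across replicates of 30% or more, whatever share of single replicates reach that level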;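 also: absorbance from insulin aggregation driven by PDI reduction with DTT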
Target sequence (P07237 whole entry, looked up): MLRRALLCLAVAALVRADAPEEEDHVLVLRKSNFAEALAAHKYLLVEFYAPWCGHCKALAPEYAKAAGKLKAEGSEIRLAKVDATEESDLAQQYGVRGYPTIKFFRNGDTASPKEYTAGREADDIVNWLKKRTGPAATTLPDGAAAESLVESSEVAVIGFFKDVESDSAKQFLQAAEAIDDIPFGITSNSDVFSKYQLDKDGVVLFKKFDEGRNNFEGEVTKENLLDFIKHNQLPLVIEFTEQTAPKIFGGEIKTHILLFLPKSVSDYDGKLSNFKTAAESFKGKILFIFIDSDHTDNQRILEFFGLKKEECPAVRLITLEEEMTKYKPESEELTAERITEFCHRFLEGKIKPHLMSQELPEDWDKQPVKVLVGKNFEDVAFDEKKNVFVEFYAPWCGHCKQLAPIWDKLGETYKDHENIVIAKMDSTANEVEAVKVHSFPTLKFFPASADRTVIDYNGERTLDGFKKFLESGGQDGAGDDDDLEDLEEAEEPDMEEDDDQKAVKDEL
HTR2A ag – mouse Htr2a agonists via beta-arrestin recruitment, primary screen, cell-based, luminescence. AID 624169, 2012. 360,000 compounds, 0.66% hits. activation, % at 7.6 µM. CHO-K1 mHTR2A beta-arrestin complementation; percent of 30 µM serotonin response;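 active = activation above a run cutoff, the mean activation of all tested compounds plus 3 SD, cut at about 14% in these data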;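 also: 0% = plate median of compound wells and 100% = 30 µM serotonin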
Target sequence (P35363 whole entry, looked up): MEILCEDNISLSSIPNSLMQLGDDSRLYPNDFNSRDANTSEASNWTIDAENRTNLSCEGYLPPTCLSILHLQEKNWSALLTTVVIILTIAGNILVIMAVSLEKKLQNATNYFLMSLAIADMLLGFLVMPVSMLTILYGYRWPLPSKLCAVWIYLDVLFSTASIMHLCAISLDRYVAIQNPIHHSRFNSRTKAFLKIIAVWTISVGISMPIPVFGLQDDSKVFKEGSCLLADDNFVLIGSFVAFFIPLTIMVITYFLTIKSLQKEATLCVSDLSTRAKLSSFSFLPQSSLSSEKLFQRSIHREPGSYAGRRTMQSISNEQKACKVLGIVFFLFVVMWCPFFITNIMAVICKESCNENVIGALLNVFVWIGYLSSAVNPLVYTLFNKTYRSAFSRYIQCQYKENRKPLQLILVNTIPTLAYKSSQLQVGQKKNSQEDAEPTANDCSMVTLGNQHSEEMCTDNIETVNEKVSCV
* hit, by the source's call; · = not tested or not shown.

SMILES	CaV13 FRET inh	Shn3 3UTR inh	HIF-2a block	Peg3 promoter	TRPM1 prom inh	Cardio protect	NR2E3 ag-1	NR2E3 ag-2	iPSC survival up	PDI turbidity	HTR2A ag
CCOC(=O)NC(Nc1sc2c(c1C(=O)OC)CCN(C)C2)(C(F)(F)F)C(F)(F)F	·	0.5	10.4	14.9	-9.2	15.1	1.5	-30.4	0.4	-16.5	3.3
CN(C(=O)c1cncc(Br)c1)c1c(N)n(Cc2ccccc2)c(=O)[nH]c1=O	-5.7	-12.5	2.5	2.5	-3.5	11.4	-3.8	-7.6	0.1	3.4	2.4
O=C(CNC(=O)c1ccc(Br)o1)NNC(=O)c1cccc(Cl)c1	-6.2	-10.6	6.8	3.6	-2.7	-2.6	-3.3	-0.2	-0.5	15.0	3.3
NC(=O)c1cnccn1	-4.8	-20.9	-7.1	1.9	11.2	-1.8	5.1	-5.5	-1.8	-11.0	1.5
O=C(NNC(=O)c1ccco1)c1cccc(Br)c1	·	5.4	-17.3	-4.6	-5.3	4.8	0.3	-32.1	-0.4	7.0	14.8*
Cc1ccc(NC(=O)c2ccc(Br)o2)c([N+](=O)[O-])c1	-3.5	12.6	0.5	16.3	7.2	-3.6	·	1.0	0.8	-4.8	-2.8
O=C(NCc1ccc(Cl)cc1)C1CCC(CNc2c(N3CCOCC3)c(=O)c2=O)CC1 (stereo not drawn)	-1.8	-8.5	15.4	1.9	-8.4	4.0	1.8	5.8	-0.4	-3.9	-5.2
CC(=O)OCC1OC(OCc2cn(C[C@H]3CC[C@@H]([C@@H]4CC[C@H](Cn5cc(COC6OC(COC(C)=O)C(OC(C)=O)C(OC(C)=O)C6OC(C)=O)nn5)O4)O3)nn2)C(OC(C)=O)C(OC(C)=O)C1OC(C)=O (stereo partly drawn)	-8.5	-21.7	9.8	-3.5	-12.9	2.7	2.5	4.9	-0.9	-2.7	-3.2
O=C1OCCN1S(=O)(=O)Nc1ccccc1	-4.3	-14.8	3.2	6.2	·	-0.3	-1.7	1.0	-0.4	-3.7	-3.7
CCN(C[C@H]1N[C@@](CC)(C(=O)OC)[C@H]2C(=O)N(Cc3ccccc3)C(=O)[C@@H]12)S(=O)(=O)c1ccc(C(F)(F)F)cc1	-7.6	9.3	14.2	-6.8	-6.2	6.7	·	-1.5	-3.3	-7.6	0.5
N/C(=N\OC(=O)Cc1cccs1)c1ccccc1	-8.6	-42.2	-226.0	-193.2	-73.8	-1.9	-2.2	-33.6	-0.4	7.2	-0.1
O=C(OCC1OC2C(Oc3nc(=O)ccn32)C1O)c1ccccc1 (stereo not drawn)	-4.4	3.2	18.2	0.8	-37.2	1.3	0.5	18.7	-2.6	-1.6	1.0
CO/N=C(/COc1ccc(F)cc1)c1ccc(OC)cc1	-3.1	13.2	-13.2	12.7	9.8	-6.4	-2.1	-15.1	0.3	2.0	-3.7
Cn1c(CN2CCCCC2)nc2cc([N+](=O)[O-])ccc21	-6.6	9.7	0.4	3.6	-10.3	7.1	-2.0	-19.3	-0.4	6.6	-1.6
NS(=O)(=O)c1cccc(NC(=O)CCSc2ccc(Cl)cc2)c1	-5.6	-29.9	1.5	3.6	17.2	-2.2	-0.2	-11.1	0.6	-11.6	-3.6
N#Cc1ccc(C(=O)OCC(=O)N2CCOCC2)cc1	-2.4	-12.0	4.4	5.9	-5.6	1.0	-0.1	-17.8	-0.3	-12.7	5.9
COc1cc(Cc2ccc(N)c(OC)c2)ccc1N	-3.3	6.4	9.6	24.8	-4.2	-6.9	0.3	12.2	1.5	-3.1	3.5
CC(=O)OCC1=C(C(=O)O)N2C(=O)C(NC(=O)CCn3nc(C)c(Cl)c3C)C2SC1 (stereo not drawn)	6.5	-29.9	8.2	12.1	-16.8	9.0	-3.4	-33.4	-0.4	1.9	-2.4
CCOC(=O)C1=CCN(S(=O)(=O)c2ccc(C)cc2)C1c1cccc(Br)c1 (stereo not drawn)	-3.0	-9.6	14.0	29.6	·	-2.7	·	-1.5	-0.3	·	0.2
Cc1cc2cc(C)c(NCCNC(=O)c3ccccc3F)nc2cc1C	3.2	-3.9	10.2	-6.4	-2.7	-6.6	-0.1	-14.4	0.2	-1.0	-1.2
CCOCCCNC(=S)Nc1cc(C)cc(C)c1	-4.0	-11.7	18.7	0.4	2.9	3.6	2.4	-2.4	-1.7	-2.8	2.6
COc1ccc(S(=O)(=O)N2CCCC(C(=O)NCc3cccnc3)C2)cc1 (stereo not drawn)	-4.2	-4.4	9.6	17.4	0.1	-2.1	0.4	-25.2	-0.3	3.6	4.3
Cc1ccc(Cl)cc1N1CCN(C(=O)c2ccc3nc[nH]c3c2)CC1	-2.6	-18.6	15.7	35.5	10.2	4.4	-2.0	-0.8	3.3	12.7	4.0
COc1ccccc1NC(=O)COc1ccc2ccccc2c1	·	-2.9	-133.8	-66.5	-19.7	-3.5	3.4	5.4	-0.6	-5.1	0.2
O=C(Nc1cccc(-c2nc3ccccc3s2)c1)c1ccc2c(c1)OCO2	-7.2	7.4	-108.7	-92.0	-7.5	11.2	3.9	-110.1	2.3	-0.8	-1.7

Next entries follow.
SMILES	CaV13 FRET inh	Shn3 3UTR inh	HIF-2a block	Peg3 promoter	TRPM1 prom inh	Cardio protect	NR2E3 ag-1	NR2E3 ag-2	iPSC survival up	PDI turbidity	HTR2A ag
Cc1nnc(SCc2nnc(-c3cccs3)o2)s1	0.6	-13.6	-38.4	-22.3	-1.4	0.8	2.9	-30.5	-0.8	3.4	0.4
COc1ccc2c(CC(=O)Nc3nccs3)coc2c1	-3.2	-4.1	-214.5	-184.4	-35.0	-7.5	1.7	-49.0	-0.6	5.8	0.2
CCCCn1c(N)c(N(CCC(C)C)C(=O)c2c(C)noc2C)c(=O)[nH]c1=O	-6.2	-6.7	2.2	9.4	1.6	4.2	-2.2	-12.1	1.8	-0.9	1.0
O=C(CCC1CCCC1)NNC(=O)c1ccc(F)cc1	-19.9	-17.7	5.6	17.7	0.6	-2.9	-0.3	-0.1	1.2	-12.5	-0.7
O=C1NC[C@@H](Cc2ccc(O)cc2)N(CCCCC2CCCCC2)C1=O	-11.8	·	-2.8	·	·	·	·	8.8	-2.1	·	2.0
O=C(NCCS(=O)(=O)N1CCN(Cc2ccccc2)CC1)c1ccc(F)cc1	-4.5	-6.0	12.2	27.1	3.6	6.5	0.3	5.0	-0.4	4.1	-4.3
Fc1cccc(Cc2c(-c3ccccc3)nc3ccc(Br)cn23)c1	-4.7	13.9	-127.7	-47.8	·	-5.3	·	-17.1	-0.1	·	-4.7
COc1ccc(OC)c(S(=O)(=O)N2CCc3ccccc32)c1	0.4	13.3	14.6	16.1	11.2	-4.3	1.9	-20.1	5.0	0.0	-7.9
Cc1nc(NS(=O)(=O)c2ccccc2)sc1C(=O)NN	-5.0	-6.8	3.0	-4.8	7.5	0.9	2.7	7.0	-0.9	-0.7	4.7
COc1ccc(C(=O)NCCCNC(=O)c2ccc(C)nc2)cc1	-7.2	6.4	-0.4	3.3	-3.7	0.7	-3.0	-10.4	-0.6	3.2	10.3
COc1ccc(CCNC(=O)Cc2ccc(NC3=NC4CS(=O)(=O)CC4S3)cc2)c(OC)c1 (stereo not drawn)	14.9	-1.9	5.5	8.3	·	-0.1	1.5	14.1	-4.2	·	-1.5
CCC(=O)c1ccc(OCC(=O)NNC(=O)c2cc(C)oc2C)cc1	-6.2	-2.7	16.5	0.8	-4.8	3.3	·	-7.1	-0.5	-10.5	-0.6
C=C1CCC[C@]2(C)C[C@H]3OC(=O)C(CN[C@@H](C)c4ccccc4)[C@H]3CC12 (stereo partly drawn)	-2.4	18.2	-12.2	0.7	-6.4	-2.0	·	5.7	-0.5	7.9	1.2
COCO/C=C(\NC(C)=O)c1ccccc1	-9.6	-20.2	-34.1	-32.2	-13.4	7.6	2.0	-43.2	-2.1	4.4	-3.6
O=C(N/N=C/c1cc2c(cc1Br)OCO2)c1c[nH]c2ccccc12	-5.6	-9.1	-302.8	-166.5	-28.5	14.1	-21.5	-37.1	-2.1	3.5	-5.0
CC(=O)Nc1ccc2c(c1)nc(CCN1CCC(C)CC1)n2C	-5.1	7.3	13.2	7.7	1.3	1.1	3.9	14.1	-0.6	16.8	3.3
Cc1ccc(CSCC(=O)Nc2ccccc2C(=O)O)cc1	-9.6	-64.4	-196.8	-200.4	-7.9	0.8	1.2	-113.8	-0.5	-2.5	3.1
N#CCc1ccc(NS(=O)(=O)c2ccc(C3CCCCC3)cc2)cc1	-4.2	47.1	-30.6	-21.2	8.9	-13.1	5.0	76.1*	-3.2	8.5	-0.6
Cn1c(=O)c2[nH]c(-c3ccccc3Cl)c(O)c2n(C)c1=O	-22.6	-7.2	4.8	-6.6	10.9	4.2	-5.6	6.2	-1.3	-20.8	-1.6
c1ccc2[nH]c(CN3CCN(c4ncnc5c4oc4ccccc45)CC3)nc2c1	-1.8	19.4	-4.0	18.5	16.5	-4.5	0.6	10.6	-0.6	8.1	-2.8
NC(=O)C1CC(=O)N(c2ccc(OCc3ccc(Cl)cc3)cc2)C1 (stereo not drawn)	-19.0	-43.6	-251.8	-225.6	-67.2	-7.2	5.9	-24.7	-2.4	0.9	-0.4
CC(C(=O)N1CCc2ccccc21)N1CCN(S(=O)(=O)c2ccc(C(F)(F)F)cc2)CC1 (stereo not drawn)	-3.7	7.7	10.9	11.4	7.3	-2.0	0.3	-7.6	1.2	-2.6	-1.5
CCn1c2ccccc2c2cc(NC(=O)COC(=O)c3cccc(S(=O)(=O)NC)c3)ccc21	-15.1	-4.3	-13.1	-6.7	-16.1	2.8	-4.1	-0.2	-1.6	-0.3	-1.8
Cc1cccc(NC(=O)CSc2nnc(-c3cc(C)n(-c4ccccc4)c3C)o2)c1C	-3.9	3.6	-53.0	-42.7	-3.8	-9.1	1.0	-20.9	-0.6	9.7	2.5
CCc1ccc(-c2cc(C(=O)N/N=C/c3c[nH]c4ccccc34)[nH]n2)cc1	-19.5	-21.0	-121.7	-132.1	-3.9	-7.7	-3.6	-142.6	-0.5	-1.6	-5.5

Compound activity as filed in PubChem BioAssay.

Not a hit list. Share with any hit: about 3.9%.
